Screening results: PubChem BioAssay, several laboratories
Rev-erbA mod – modulators of Rev-erb alpha DNA binding, primary screen, biochemical, FITC-DNA, fluorescence polarization, uHTS | Nuclear receptor subfamily 1 group D member 1 (Homo sapiens), P20393 | Rev-erbα–FITC-DNA binding, 90 min | activity, % at 10 µM | actives 0.79% (n = 370,000) | AID 1259318, 2017;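 active means activity above about 14%, limit read from the data; passing the limit was not always enough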;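 further: 0% = DMSO wells with 35 nM protein and 100% = DMSO wells with 750 nM protein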
Target sequence (P20393 whole entry, looked up): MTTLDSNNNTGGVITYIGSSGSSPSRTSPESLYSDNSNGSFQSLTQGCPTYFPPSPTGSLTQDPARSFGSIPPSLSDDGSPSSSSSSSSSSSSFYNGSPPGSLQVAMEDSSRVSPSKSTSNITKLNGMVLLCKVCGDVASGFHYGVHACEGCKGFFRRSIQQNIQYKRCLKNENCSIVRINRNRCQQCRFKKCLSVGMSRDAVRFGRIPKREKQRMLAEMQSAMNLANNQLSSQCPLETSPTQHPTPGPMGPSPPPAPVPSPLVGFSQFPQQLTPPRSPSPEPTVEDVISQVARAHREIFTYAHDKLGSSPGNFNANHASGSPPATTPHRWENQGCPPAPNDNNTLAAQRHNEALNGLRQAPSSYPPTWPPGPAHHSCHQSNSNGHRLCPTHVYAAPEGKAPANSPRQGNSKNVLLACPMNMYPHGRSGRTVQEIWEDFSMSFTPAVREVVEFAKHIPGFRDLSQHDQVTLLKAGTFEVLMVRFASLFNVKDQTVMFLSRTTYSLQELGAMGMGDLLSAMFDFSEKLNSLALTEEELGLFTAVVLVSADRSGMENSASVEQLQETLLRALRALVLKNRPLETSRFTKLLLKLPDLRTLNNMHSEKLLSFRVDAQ
GAA850 FXN act – FXN promoter activators, primary screen, cell-based, luciferase luminescence, HEK293 lucGAA850; HEK293 lucGAA850 FXN promoter luciferase reporter, 24 h; percent of 10 µM SAHA response; activation, % at 6 µM; actives 0.56% (n = 360,000);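 active means activation above the average of all compounds screened plus 3 SD, cutoff fixed separately per campaign, cut at about 7.5% in these data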;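 further: 0% = DMSO wells and 100% = 10 µM SAHA wells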
PLC-beta3 inh – human PLC-beta3 inhibitors, primary screen, biochemical, fluorescence | Purified PLC-beta3, fluorogenic substrate | inhibition, % at 12.2 µM | actives 0.18% (n = 370,000); in the data active means inhibition above about 11%;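 further: 0% = median of compound wells on plate and 100% = full blocker control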
sPLA2-III inh – human group III sPLA2 inhibitors, primary screen, biochemical, QFRET, BODIPY PC-A2 liposome substrate. QFRET BODIPY PC-A2 liposome hydrolysis, fluorescence. actives 0.56% (n = 370,000). Group 3 secretory phospholipase A2 (Homo sapiens), Q9NZ20. inhibition, % at 12.2 µM;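 active means inhibition above mean plus 3 SD of compounds lying within the high and low control bounds, cut at about 19% in these data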;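 further: 0% = median of test compound wells and 100% = no enzyme DMSO wells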
SMARCA2 activ – SMARCA2 (BRM) function activators, primary screen, cell-based, luminescence, high throughput; AID 652017, 2013; activation, % at 9.1 µM; MG213 cells, MMTV-luciferase reporter, dexamethasone, overnight; actives 1% (n = 370,000); in the data active means activation above about 7.8%;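 further: 0% = vehicle wells and 100% = reference activator wells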
PG9 Ab binder – binders of HIV-1 gp120 antibody PG9, primary screen, biochemical, TR-FRET; actives 0.43% (n = 360,000); inhibition, % at 6.7 µM; TR-FRET gp120-PG9 antibody binding; in the data active means inhibition above about 8.5%
DAX1 inh-1 – DAX1 (NR0B1) inhibitors, primary screen, cell-based, HEK293, Gal4-DAX1, luciferase luminescence. inhibition, % at 6.75 µM. actives 0.99% (n = 340,000). AID 504766, 2011. HEK293 Gal4-DAX1 luciferase reporter;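 active means inhibition above the mean over all tested compounds plus 3 SD, cut at about 4.2% in these data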;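 further: 0% = DAX1-transfected cells with DMSO and 100% = empty-vector control cells with DMSO; inhibition shows as a rise in luminescence from relieved DAX1 repression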
Target sequence (P51843 207-470 limits assumed): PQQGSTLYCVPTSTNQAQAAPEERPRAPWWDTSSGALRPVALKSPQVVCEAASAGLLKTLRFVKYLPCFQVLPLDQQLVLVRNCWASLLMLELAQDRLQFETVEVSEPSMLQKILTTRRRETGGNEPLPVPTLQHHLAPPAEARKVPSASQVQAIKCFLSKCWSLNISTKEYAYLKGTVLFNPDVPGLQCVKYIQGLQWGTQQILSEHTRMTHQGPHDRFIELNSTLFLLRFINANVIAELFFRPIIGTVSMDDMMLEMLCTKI
ssDAF12 agonist – S. stercoralis DAF-12 nuclear receptor activators, primary screen, cell-based, luminescence, HEK293, GRIP1 co-expression, lit1-tk-luc | Nuclear hormone receptor DAF-12 (Strongyloides stercoralis) | HEK293 ssDAF-12/GRIP1 lit1-tk-luc reporter; % of 3 µM dafachronic acid response | activation, % at 6.8 µM | actives 1% (n = 370,000);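 active means activation above the mean over all tested compounds plus 3 SD, cut at about 0.9% in these data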;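 further: 0% = DMSO-only wells and 100% = 3 µM delta7-dafachronic acid wells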
DAX1 inh-2 – DAX1 (NR0B1) inhibitors on StAR promoter, primary screen, cell-based, luminescence, SF-1 (NR5A1), full-length DAX-1; HEK293T StAR-luciferase reporter, SF-1/DAX-1 repression relief; inhibition, % at 6.8 µM; actives 1.1% (n = 370,000); AID 652010, 2013;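 active means inhibition above the mean over all tested compounds plus 3 SD, cut at about 3.6% in these data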;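 further: 0% = DAX-1 cells with DMSO and 100% = cells lacking DAX-1 with DMSO; higher inhibition means more luminescence from relief of DAX-1 repression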
hcDAF12 agonist – H. contortus DAF-12 nuclear receptor activators, primary screen, cell-based, luminescence, HEK293, lit1-tk-luc reporter; HEK293 hcDAF-12 lit1-tk-luc reporter; 0% DMSO, 100% Δ7-dafachronic acid; activation, % at 6.8 µM; actives 1.4% (n = 370,000);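 active means activation above the mean of all tested compounds plus 3 SD, cut at about 5.5% in these data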;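 further: 100% = response to 3 µM Δ7-dafachronic acid high control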
hgDAF12 agonist – H. glycines DAF-12 receptor agonists, primary screen, cell-based, luminescence, HEK293, GAL4 fusion, UAS-luciferase; Nuclear hormone receptor DAF-12 (Heterodera glycines), GAL4 fusion; actives 1.8% (n = 370,000); HEK293 GAL4-hgDAF12 UAS-luciferase reporter, agonist luminescence; normalized to butyrate control; activation, % at 6.8 µM;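 active means activation above a cutoff set at the mean of all screened compounds plus 3 SD, cut at about 10% in these data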;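 further: 0% = DMSO wells and 100% = sodium butyrate wells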
* = called active by the depositor; . = no result given.

Results follow in this order: Rev-erbA mod	GAA850 FXN act	PLC-beta3 inh	sPLA2-III inh	SMARCA2 activ	PG9 Ab binder	DAX1 inh-1	ssDAF12 agonist	DAX1 inh-2	hcDAF12 agonist	hgDAF12 agonist
1	CC(C(=O)N1CCc2ccccc21)n1cnc2c1c(=O)n(C)c(=O)n2C (stereo not drawn)
 : -5	2.9	-6	5	0	0.5	-0.9	-0.8	-1.0	0.0	1.1
2	CCCNC(=O)C1(C)CCCN(CCOc2ccccc2)C1 (stereo not drawn)
 : -1	-1.4	0	1	-5	1.5	.	-0.4	1.0	-1.5	3.1
3	Cc1cccc(NC(=O)C2CCN(C(=O)NCc3ccccc3)CC2)c1C
 : 1	2.0	-4	-1	0	0.8	-0.1	-0.2	0.1	-2.4	1.9
4	COc1cc(/C=C/C(=O)OCC(=O)N2CCCC2)ccc1OCC#N
 : -13	1.7	-47	6	-2	0.5	-0.2	-0.5	-2.9	-1.6	-0.5
5	CCc1cc2c(nc1CC)CCCN2C
 : -3	.	-445	6	-3	-0.3	.	-1.4	0.1	-0.2	2.8
6	Cc1ccc(C(OCC(O)CNCc2ccc(F)cc2)c2ccccc2)cc1 (stereo not drawn)
 : 3	0.0	10	-11	-5	0.8	0.2	-0.6	-0.2	0.6	0.0
7	CN(C)CCCN(C(=O)C1COc2ccccc2O1)c1nc2ccc(F)cc2s1 (stereo not drawn)
 : -2	0.1	-3	-8	3	0.2	-0.3	-1.1	0.0	1.6	-2.7
8	Cc1ccc(S(=O)(=O)NC(=O)Nc2cc(C(C)(C)C)on2)cc1
 : -5	0.8	-4	-1	-1	-1.3	.	-0.8	0.3	0.1	-2.9
9	COc1ccc(OCC(=O)NNC(=O)CCc2ccccc2)cc1
 : 0	1.1	-1	-3	-2	-3.1	-0.5	-1.3	0.2	-1.0	-0.7
10	CS(=O)(=O)N(CC(=O)NCc1ccco1)c1ccccc1Cl
 : -4	-4.1	-1	0	-2	1.3	-1.0	-1.2	-0.1	-0.6	0.7

Entries by screen from above:
Compounds 1–10 in SMARCA2 activ read 0, -5, 0, -2, -3, -5, 3, -1, -2, -2
Compounds 1–10 in sPLA2-III inh read 5, 1, -1, 6, 6, -11, -8, -1, -3, 0

Continuation:
Results follow in this order: Rev-erbA mod	GAA850 FXN act	PLC-beta3 inh	sPLA2-III inh	SMARCA2 activ	PG9 Ab binder	DAX1 inh-1	ssDAF12 agonist	DAX1 inh-2	hcDAF12 agonist	hgDAF12 agonist
11	Cc1ccc(C)c(OCC(O)CN2C(C)CCCC2C)c1 (stereo not drawn)
 : -4	-1.6	2	6	-2	-0.4	-0.9	-1.8	-0.3	-1.8	3.0
12	Cc1cc(C)c(S(=O)(=O)c2ccccc2C)c(Cl)n1
 : -1	-1.5	6	0	0	-4.4	-0.1	-1.1	0.2	-0.2	2.8
13	CSC[C@H]1CN(c2ccc(Br)cc2)C(=O)[C@@H]1CC(=O)Nc1ccc(Br)cc1
 : 7	0.0	2	-6	0	-1.1	2.1	-1.0	-0.8	-1.6	1.7
14	CCOC(=O)N1CCN(C(=O)c2ccc3c(=O)n(Cc4ccc(Cl)cc4)c(=S)[nH]c3c2)CC1
 : 5	-2.0	1	1	8.2*	1.2	-0.2	-0.6	-0.9	0.2	4.3
15	O=C(CCNC(=O)N1CC(=O)Nc2ccccc21)NCc1ccc(F)cc1
 : 4	-1.2	3	1	0	-3.0	0.8	-0.7	6.0*	-0.5	6.1
16	Nc1nc(NCc2ccccc2)nc(Nc2cccc(F)c2)c1[N+](=O)[O-]
 : -2	1.2	3	5	2	3.9	0.9	-1.4	-0.9	-2.6	-3.1
17	C=CCn1c(-c2sccc2C)n[nH]c1=S
 : -3	0.8	3	5	-2	-0.1	-0.8	-1.3	-0.6	-0.3	-0.8
18	Cc1cc(C)c2[nH]c3nc(SCC(=O)O)nnc3c2c1
 : -5	2.0	-4	12	-4	-0.6	-1.6	-0.8	0.2	1.1	1.4
19	C=CCN1C(=O)C(O)(CC(=O)c2ccco2)c2cc(Br)ccc21 (stereo not drawn)
 : -4	-2.1	3	0	2	-0.5	0.1	-0.4	-0.4	-3.5	2.7
20	O=[N+]([O-])c1ccc(COc2cccnc2)cc1
 : -5	-0.3	-5	-3	1	-2.4	0.3	-1.1	-1.2	1.6	3.7
21	CCCC1=NN2C(=N)/C(=C\c3cc(C)n(Cc4ccccc4)c3C)C(=O)N=C2S1
 : 3	-1.4	-33	2	-3	-0.8	0.1	-0.2	-0.2	-0.6	-2.2
22	c1ccc(CCc2ccncc2)cc1
 : 4	1.3	-5	-1	-1	-0.1	0.9	-0.3	0.1	-1.1	0.8
23	CCCS(=O)(=O)N1CCc2ccc(NC(=O)c3ccccc3Cl)cc2C1
 : -2	0.7	-2	-1	0	0.5	-1.3	-1.5	-0.2	-0.7	3.0
24	CCC(=O)N1CCc2cc(S(=O)(=O)CCC(=O)NCc3cccs3)ccc21
 : 2	-0.2	4	4	-3	-0.9	-1.3	-0.7	0.0	-0.8	1.1
25	O=C(CN1C(=O)CCS(=O)(=O)c2ccccc21)NCc1ccccc1
 : 2	0.0	1	0	2	-2.0	1.4	-0.8	0.2	-0.1	-1.0
26	Cc1ccc(S(=O)(=O)NCC(=O)N(CC(=O)NCC2CCCO2)C2CCCC2)cc1 (stereo not drawn)
 : 1	0.6	2	5	1	-3.9	1.1	-1.1	-0.6	-0.3	6.2
27	COC(=O)C1=C(N)OC2=C(C(=O)CCC2)C1c1cccnc1 (stereo not drawn)
 : -3	1.4	-8	-4	3	0.8	-0.2	-1.8	0.6	-3.0	0.6
28	CCOc1ccc(C(=O)Nc2nnc(C)s2)cc1OCC
 : 1	-2.7	3	3	0	0.2	-0.6	0.8	-0.1	-1.7	0.3
29	COc1ccccc1N(CC(=O)Nc1c(C)n(C)n(-c2ccccc2)c1=O)S(=O)(=O)c1ccc(C)cc1
 : -2	1.4	3	-2	0	-1.1	-1.0	-1.0	0.3	0.8	0.1
30	CCOC(=O)c1c(C)[nH]c(C)c1S(=O)(=O)N(C)CC(=O)Nc1cccc(C)c1
 : -8	2.1	0	-4	3	-1.8	1.1	-1.1	-1.6	-2.0	0.1
31	O=C1NC(=Nc2ccc(F)cc2)CS1
 : 0	2.4	-2	-3	-2	-0.1	-0.4	-1.9	-0.1	0.0	0.6
32	Nc1[nH]c(/C=C2/CCCCC2n2[nH]c(=O)n(-c3ccccc3)c2=O)c(Cc2ccccc2)[n+]1Cc1ccccc1 (stereo not drawn)
 : 3	.	-1	-6	-4	.	.	-1.5	-0.6	-2.9	0.1
33	O=C(CCl)Nc1cccc(Oc2cnccn2)c1
 : -1	-0.3	-4	11	-2	0.5	-2.9	0.1	-1.4	-1.4	-2.7
34	CNC(=O)COC(=O)c1[nH]c(C)c(C(C)=O)c1C
 : 3	1.6	5	4	1	-1.4	-1.3	-1.8	0.4	-1.0	0.7
35	Cc1cc(C(=O)NNS(=O)(=O)c2ccc(C(C)(C)C)cc2)nn1C(C)(C)C
 : -4	0.9	-6	-27	-4	0.7	-0.6	-1.1	-0.4	-1.1	-3.0
36	CCc1ccc(N2C(=O)C3C4C=CC(CC4)C3C2=O)cc1 (stereo not drawn)
 : 1	0.4	3	-3	0	0.5	0.4	-1.5	-0.1	-0.7	1.8
37	COC(=O)c1ccc(-c2ccco2)n1Cc1cccc(C)c1
 : 4	-2.0	-7	7	-1	-0.6	0.1	-1.3	-0.1	1.5	1.3
38	CC(NC(=O)c1cc(COc2ccc3ncccc3c2)on1)c1ccc(F)cc1 (stereo not drawn)
 : 1	-2.4	-8	-26	-6	0.2	-4.2	-3.1	-3.1	-6.0	-9.2
39	Cc1occc1-c1nnc(SCC(=O)O)n1-c1ccccc1
 : -4	-0.2	-7	1	0	1.3	0.5	-0.7	-0.6	-2.2	0.5
40	COCCCNC(=O)CN1C(=O)COc2ccc(S(=O)(=O)N3CC(C)CC(C)C3)cc21 (stereo not drawn)
 : -3	0.3	-5	3	-3	-0.2	2.5	-0.8	-0.7	0.6	-0.3
41	CS(=O)(=O)c1ccc(C(=O)N2CCN(S(=O)(=O)c3ccc(C4CCCCC4)cc3)CC2)cc1
 : 2	-0.6	-4	3	-3	-0.3	-0.1	-1.6	-1.1	1.7	-2.0
42	CC(=O)c1ccc(NC(=O)NNS(=O)(=O)c2ccc(F)cc2)cc1
 : -5	1.0	-1	-8	-1	-1.6	-0.1	-1.0	1.1	1.8	5.9
43	O=C(CC(c1ccccc1)c1ccccc1O)NCc1ccco1 (stereo not drawn)
 : 0	-0.4	2	-9	0	-0.4	-0.1	-0.9	-0.7	0.2	0.3
44	C/C(=N\Nc1ccccc1[N+](=O)[O-])c1ccccc1O
 : 2	5.1	0	10	5	-2.0	4.4*	-0.2	0.5	6.9*	5.6
45	CCOc1ccc(S(=O)(=O)c2cn(C)c3cc(OC)c(OC)cc3c2=O)cc1
 : 2	-0.5	-5	11	0	3.7	0.0	-0.9	0.6	-2.7	-1.8
46	Cc1nnc(SCC(=O)NCC(=O)Nc2ccc(F)c(F)c2F)n1Cc1ccccc1
 : 4	0.2	3	0	-1	-0.1	-0.2	-1.7	-0.5	-1.1	2.4
47	CCN(CC)S(=O)(=O)c1cc(NC(=O)CCNC(=O)c2ccco2)ccc1C
 : -4	3.3	-6	6	-2	-0.5	-2.0	-0.7	-0.1	-2.4	-1.2
48	O=C(Cc1cccc([N+](=O)[O-])c1)Nc1cccc(C(=O)N2CCCC2)c1
 : -3	1.9	1	-1	-1	-0.4	0.5	-0.1	0.1	-0.7	-1.4
49	COc1ccc(C2C(C(C)=O)=C(Nc3ccccc3)CC(C)(O)C2C(C)=O)cc1OC (stereo not drawn)
 : -4	1.1	-10	-3	-3	3.1	-0.9	-2.1	0.5	-2.8	-2.4
50	Cc1ccccc1CN1CCN(S(=O)(=O)c2cccc3nsnc23)CC1
 : 9	1.9	-3	-4	-1	-1.0	-0.4	-1.4	-0.2	-1.1	-2.2
51	COc1ccc(S(=O)(=O)C(C#N)c2nc3ccccc3nc2N2CCCCC2)cc1 (stereo not drawn)
 : 3	2.4	-101	0	0	-0.3	0.2	-1.3	0.1	0.1	-0.1
52	O=P(c1cccs1)(c1cccs1)c1cccs1
 : -3	-1.6	-2	-4	0	-1.9	-0.2	-1.1	0.2	-0.7	-1.3
53	CNc1nc(SCc2ccccc2)nc(N2CCOCC2)n1
 : -2	2.6	2	-8	3	0.3	-0.8	-1.2	0.7	-1.6	-2.8
54	CC1CCN(CC(=O)N2c3ccccc3CC2C)CC1 (stereo not drawn)
 : 1	0.2	-2	2	-2	1.4	-0.5	-1.8	0.1	0.3	3.2
